Compound activity from PubChem.
ERK EGF block – qHTS Assay for Inhibitors of the ERK Signaling Pathway using a Homogeneous Screening Assay; Stimulation with EGF; Potency, µM (doses to about 11.5 µM), for inactives: at the highest dose activity change, negative = inhibition, usual class: inhibitors; 130,000 tested, 0.41% active; HEK293-V1b, EGF-stimulated phospho-ERK AlphaScreen; active = well fitted inhibition curve with a large enough effect; inconclusive = small, poorly fitted or top-dose-only effect, or effect the other way;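 note: plate controls were stimulated vehicle wells for no effect and unstimulated vehicle basal for full effect; nearly all actives have a fitted effect of over 55% in size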
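HEK293 cells stably expressing V1b receptor, serum-reduced (1% FBS) overnight, got compound for 30 min at 37C, then 25 nM EGF for 5 min. Lysate phospho-ERK read by AlphaScreen SureFire; AC50 from Hill fits.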
* hit, by the source's call; ? = inconclusive; [ ] = dose if it differs, or a comment. Potency is the fitted concentration of half-maximal effect.

mol,ERK EGF block
CC(C)(C)c1cc(NC(=O)NN2CCOCC2)nn1-c1c(Cl)cc(Cl)cc1Cl,14%[57.5 µM]
CCCCC1CCC(C(=O)N2CCOCC2)CC1 (configuration not stated),6%
CSc1ccc2c(c1)N(CCC1CCCCN1C)c1ccccc1S2 (configuration not stated),?
Cc1[nH]c(=O)[nH]c(=O)c1S(=O)(=O)N(CC(C)C)CC(C)C,-8%
CCOC(=O)c1c(NC(=O)C2C3C=CC(C3)C2C(=O)O)sc2c1CCC(C)C2 (configuration not stated),-3%
COc1ccc(CCNC(=O)CCN2C(=O)c3cccc4cccc(c34)C2=O)cc1OC,5%
COc1ccc(NC(=O)COc2ccc(C(=O)NC3CCCc4ccccc43)cc2OC)cc1 (configuration not stated),4%
Cc1cc(-c2csc(N)n2)c(C)n1-c1ccccc1,-2%
CCc1cc2c(C)cc(=O)oc2cc1OC(=O)C1CCCN1C(=O)OC(C)(C)C (configuration not stated),5%[57.5 µM]
O=C1c2ccccc2NC(c2cccc(O)c2)N1Cc1ccco1 (configuration not stated),13%[57.5 µM]

Brought forward from above: two entries; new compounds follow.
mol,ERK EGF block
CCc1cc2c(C)cc(=O)oc2cc1OC(=O)C1CCCN1C(=O)OC(C)(C)C (configuration not stated),5%[57.5 µM]
O=C1c2ccccc2NC(c2cccc(O)c2)N1Cc1ccco1 (configuration not stated),13%[57.5 µM]
COc1ccc(NC(=O)C2CC(=O)N/C(=N/NC(=O)c3ccc(Cl)cc3)S2)cc1 (configuration not stated),5%[57.5 µM]
Cc1ccc(N(C(=O)c2ccco2)C2C=CS(=O)(=O)C2)cc1 (configuration not stated),5%
COc1ccc(C(CCNCc2ccccc2)c2ccc(F)cc2)cc1 (configuration not stated),-2%
C#CCOCCOCCOCCNc1nc(N2CCN(C(=O)C(Cc3ccc(O)cc3)n3cc(C(N)C(C)CC)nn3)CC2)nc(N2CCN(C(=O)C(Cc3ccc(O)cc3)n3cc(C(N)C(C)CC)nn3)CC2)n1 (configuration not stated),-8%[57.5 µM]
CC(C)(C)CC(C)(C)c1ccc(OCC(=O)N/N=C/c2ccc(S(=O)(=O)O)o2)cc1,4%[57.5 µM]
FC(F)(F)c1cccc(Nc2nc(N3CCCC3)nc(N3CCCC3)n2)c1,1%
C=C(C)Cn1c(SCC(=O)N/N=C/c2ccccc2)nc2ccccc2c1=O,-9%
COC(=O)c1ccc2c(c1)NC(=O)C(N(CC(C)C)CC(C)C)S2 (configuration not stated),-9%[57.5 µM]
Cc1ccc(CNC(=O)C2CC2c2ccccc2)cc1 (configuration not stated),1%
CCOc1cc(CNCC2CCCN2CC)cc(Cl)c1OC (configuration not stated),-6%

Structures above containing a carbonyl joined to an NH by a bond outside any ring, in the order listed:
mol,ERK EGF block
CC(C)(C)c1cc(NC(=O)NN2CCOCC2)nn1-c1c(Cl)cc(Cl)cc1Cl,14%[57.5 µM]
CCOC(=O)c1c(NC(=O)C2C3C=CC(C3)C2C(=O)O)sc2c1CCC(C)C2 (configuration not stated),-3%
COc1ccc(CCNC(=O)CCN2C(=O)c3cccc4cccc(c34)C2=O)cc1OC,5%
COc1ccc(NC(=O)COc2ccc(C(=O)NC3CCCc4ccccc43)cc2OC)cc1 (configuration not stated),4%
COc1ccc(NC(=O)C2CC(=O)N/C(=N/NC(=O)c3ccc(Cl)cc3)S2)cc1 (configuration not stated),5%[57.5 µM]
CC(C)(C)CC(C)(C)c1ccc(OCC(=O)N/N=C/c2ccc(S(=O)(=O)O)o2)cc1,4%[57.5 µM]
C=C(C)Cn1c(SCC(=O)N/N=C/c2ccccc2)nc2ccccc2c1=O,-9%
Cc1ccc(CNC(=O)C2CC2c2ccccc2)cc1 (configuration not stated),1%

The list goes on:
mol,ERK EGF block
COc1ccc(-c2nc3ccc(C)cn3c2NCc2ccc3c(c2)OCO3)cc1,19%
CCCC(=O)Nc1sc(C(=O)Nc2cccc(N)c2)c(C)c1C(=O)OC,3%
C[N+](C)(C)CCOP(=O)([O-])OC[C@H](O)CO,6%[57.5 µM]
Cc1c(C(=O)c2ccc(Cl)c(Cl)c2)cnc2cc3c(cc12)OCO3,-10%
COC(=O)[C@H]1[C@H]2C[C@H]3c4[nH]c5ccccc5c4CCN3C[C@H]2CC[C@@H]1O,6%
O=C(Nc1nc(-c2ccccc2)c(-c2ccccc2)s1)c1ccc(S(=O)(=O)N2CCCCC2)cc1,-3%
COc1nc2ccccc2nc1OC,1%[57.5 µM]
COc1cc(/C=C/C(=O)O)cc(S(=O)(=O)Nc2ccccc2SC)c1OC,3%
CCOc1ccc(NC(=O)c2cnccn2)cc1,-1%
O=C(CC1SC(=Nc2ccc(OC(F)F)cc2)N(CCC2=CCCCC2)C1=O)Nc1ccccc1F (configuration not stated),11%

The list goes on:
mol,ERK EGF block
CC(/C=C1\SC(=S)N(NC(=O)c2ccncc2)C1=O)=C\c1ccccc1,-14%[57.5 µM]
COc1cc(CNCCc2ccccc2)cc(Br)c1OCC(=O)Nc1ccccc1C,-3%
CCCCN(CC)C(=O)Cn1cnc2ccc(S(=O)(=O)N3CCC(C)CC3)cc2c1=O,8%
O=C(Cc1ccc(Cl)c(Cl)c1)Nc1cccc(S(=O)(=O)N2CCOCC2)c1,-5%
CCOC(=O)Cc1nnc(NC(=O)CSc2nnc3c(n2)[nH]c2ccccc23)s1,-12%
O=C(NN=C1CCCCCC1)c1ccc2c(c1)OCO2,0%
CCOc1ccc(NC(=S)NC(=O)c2c(Cl)c(C)nn2C)c([N+](=O)[O-])c1,-4%
CC(=O)Nc1cccc(C(=O)N/N=C/c2ccc(C)o2)c1,-6%
C=CCn1c(CCCNC(=O)CCC)nc2ccccc21,-1%
O=C1c2oc3ccc(Cl)cc3c(=O)c2C(c2ccco2)N1CCN1CCOCC1 (configuration not stated),8%

New compounds follow
mol,ERK EGF block
CCC(CC)C(=O)c1c[nH]c(C(=O)NCc2cccs2)c1,3%
COc1ccc(/C=N/N=C2/C(=O)Nc3ccccc32)cc1O,-4%
O=C(CN1CCCC1)Nc1ccccc1Sc1ccc(Cl)cc1,4%
CCN(CC)C(=O)c1ccccc1NS(C)(=O)=O,-5%
Cc1ccccc1OCCn1cnc2cc([N+](=O)[O-])ccc2c1=O,?
CCOc1ccc(N2C(=O)CC(SCC(=O)O)C2=O)cc1 (configuration not stated),-3%
Cc1ccc(-c2nn(C(C)(C)C)c3ncnc(NS(=O)(=O)c4ccc([N+](=O)[O-])cc4)c23)cc1,0%
NC(=O)c1ccc(N=Cc2ccc([N+](=O)[O-])s2)cc1,3%
Cc1nc(SC(C(N)=O)c2ccccc2)c(C#N)c(C)c1C (configuration not stated),4%[57.5 µM]
CCOC(=O)N/N=C1\CCc2ccccc21,8%

(cont.)
mol,ERK EGF block
CC(=O)Sc1nc(-c2ccccc2)[nH]c1S(=O)(=O)c1ccc(C)cc1,-8%
CCc1cccc(NC(=O)Cn2cc3c(n2)CCCC3)c1,3%
COC(=O)COc1ccc(/C=C2/NC(=O)N(CC(=O)OC)C2=O)cc1,8%[57.5 µM]
c1ccc2c(c1)nc1n2CC2CON(C3CCCCC3)C12 (configuration not stated),-12%[57.5 µM]
N=C1SC(c2ccccc2)C(=O)N1c1ncc(Cc2ccccc2Cl)s1 (configuration not stated),2%
COc1cccc(NC(=O)C(Cc2ccccc2)n2cccc2)c1 (configuration not stated),1%[57.5 µM]
O=C(/C=C/c1cn(-c2ccccc2)nc1-c1cccs1)NCCN1CCOCC1,-1%[57.5 µM]
C=C(C)Cn1c(CCn2c3ccccc3c3ccccc32)n[nH]c1=S,0%
CCN(CC)NC(=O)Nc1ccccc1,-5%
CCOc1ccc(C2C3=C(CCCC3=O)Nc3ccc4ncccc4c32)cc1 (configuration not stated),?

(listing goes on)
mol,ERK EGF block
COc1ccc(-c2csc(N3C(=O)C4C5c6ccccc6C(c6ccccc65)C4C3=O)n2)cc1 (configuration not stated),2%
Cc1ccc(CNC(=O)C2CCN(S(=O)(=O)c3ccc4c(c3)OCCCO4)CC2)cc1,0%
CCN1C(=O)/C(=C\N2CCN(C(=O)c3ccco3)CC2)SC1=S,-2%[57.5 µM]
CCc1cccc2c(C(=O)CSc3nncn3C)c[nH]c12,-7%
CC1=C(/C=C/C(C)=C/C=C/C(C)=C/C=C/C=C(C)/C=C/C=C(C)/C=C/C2=C(C)CCCC2(C)C)C(C)(C)CCC1,21%
COc1cc(-c2nc(CN3CCCCC3CCNC(C)=O)c(C)o2)ccc1F (configuration not stated),-1%[57.5 µM]
CCCCNc1nc2cccnc2s1,3%[57.5 µM]
Cc1cc(NC(=O)/C=C/c2ccc(Cl)cc2)no1,0%
O=C(COC(=O)Cc1ccccc1F)Nc1cccc(S(=O)(=O)NC2=NCCCCC2)c1,-3%
Cc1[nH]c2ccccc2c1C(=O)CSc1ccccn1,-4%

(listing goes on)
mol,ERK EGF block
Cn1c2ccccc2n2c(=O)c(=O)n(CC(=O)N3CCCc4ccccc43)nc12,6%
O=S(=O)(Nc1ccc(N2CCCCC2)cc1)c1ccccc1,3%
CCOc1ccc(CCNC(=O)c2cccnc2N2CCCC2)cc1OCC,-5%
Cc1cc(C)c2[nH]c(=O)c(CN(Cc3cccs3)C(=S)NCC3CCCO3)cc2c1 (configuration not stated),-2%
Cc1cc(S(=O)(=O)NC(C)C)ccc1OCC(=O)Nc1ccc2c(c1)OCCO2,-5%
C=C1N(c2cccc(Cl)c2)C(=O)OC1(C)C,8%
COc1ccc2nc(C)cc(SCC(=O)OC(C)C)c2c1,14%
COC(c1ccccc1)c1nnc(CCC(=O)NCc2cccc(-n3cccn3)c2)o1 (configuration not stated),-26%
NNC(=O)CNS(=O)(=O)c1ccc([N+](=O)[O-])cc1,1%
CC(C)NS(=O)(=O)c1ccc2c3c(cccc13)CC2,-6%

(listing goes on)
mol,ERK EGF block
COc1ccc(NC(=O)c2ccc(S(=O)(=O)N3CCOCC3)o2)cc1,-4%[57.5 µM]
O=C1CC(c2nc3ccccc3[nH]2)CN1c1cccc(C(F)(F)F)c1 (configuration not stated),3%
CC1=NN(Cc2ccccc2)C(=O)C1C(c1ccncc1)C(C#N)C#N (configuration not stated),3%[57.5 µM]
COc1ccc(/C=C2\CCc3ccccc3C2=O)cc1CN1CCOCC1,0%[57.5 µM]
CCCc1c(O)nc(SCC(=O)O)[nH]c1=O,-3%
O=C(NCC1CCCO1)C1CCN(S(=O)(=O)c2ccccc2)CC1 (configuration not stated),0%
Cc1nc2ccccc2n1CC(=O)NN,-2%
CCCN(C(=O)c1ccco1)c1nnc(-c2ccccc2C)s1,-6%
CCOC(=O)N1CCC(N(CCN(C)C)C(=S)Nc2cc(C)ccc2C)CC1,4%
O=C(NC(N1CCOCC1)C(Cl)(Cl)Cl)c1cc([N+](=O)[O-])cc([N+](=O)[O-])c1 (configuration not stated),-8%

Carrying on.
mol,ERK EGF block
CN(C)c1ccc(/C=N/NC(=O)c2ccc(Cn3cc(Br)cn3)o2)cc1,7%
CC(=O)[C@H](CC(C)C)NC(=O)[C@@H](CC(C)C)NC(=O)[C@H](CC(C)C)NC(=O)OCc1ccccc1,-18%
CCOC(=O)c1nnn(-c2ccc(OC)cc2)c1N,-5%
COc1ccc(/C=C/c2nnc(NC(=O)COc3ccc(C)cc3)s2)cc1,-3%
CC1(C)CC(=O)C=C(NC2=CC3OC(c4ccccc4)OCC3OC2=O)C1 (configuration not stated),-7%
Cc1cccc(C(=O)N2CCC(=O)N(C(COCc3ccccc3)Cc3ccccc3)CC2)c1 (configuration not stated),-8%
Cn1c(Cc2cccc3ccccc23)nnc1SCc1ccc([N+](=O)[O-])cc1,1%
O=C(COc1ccc2ccccc2c1)NNC(=O)c1cccs1,-2%
CC(=O)Oc1ccc2occ(/C=N/c3cc(=O)[nH]c(=S)[nH]3)c(=O)c2c1,-18%[57.5 µM]
COC(=O)c1cc(-c2ccccc2)sc1NC(=O)c1cc(C)on1,2%

Next part.
mol,ERK EGF block
O=C(O)c1cccc(N2C(=O)c3ccc4c5c(ccc(c35)C2=O)C(=O)N(c2cccc(C(=O)O)c2)C4=O)c1,0%[57.5 µM]
CCC[N+](CC#CCO)(CC#Cc1ccccc1)CCC,-1%[57.5 µM]
CS(=O)(=O)c1ccc2nc(NC(=O)c3ccc(S(=O)(=O)NCC4CCCO4)cc3)sc2c1 (configuration not stated),3%
O=C(COC(=O)c1ccc(-c2ccccc2)cc1)Nc1ccccc1-c1ccccc1,-9%
CC(=O)Cc1nsc(Nc2cccc(C)c2)n1,-4%
O=C(Nc1c2c(nc3ccccc13)CCCC2)c1ccccc1Cl,4%
COc1cccc(NC(=O)c2c(C)cc(C)cc2CC(C)(C)C(=O)O)c1,0%[57.5 µM]
CC1CCN(c2ccc(NC(=O)c3ccccc3[N+](=O)[O-])cc2)CC1,-5%
CCCN1CCC(NC(=O)Nc2cc(Cl)ccc2OC)CC1,-8%
COc1cc(C)c(C(C)C)cc1S(=O)(=O)n1ccnc1,28%

(list continues)
mol,ERK EGF block
CCN(CC)c1ccc(/C=c2\sc3nc4ccccc4n3c2=O)c(O)c1,?
Cc1cc(NC(=O)COC(=O)c2ccccc2S(=O)(=O)N(C)c2ccccc2)no1,4%
Cc1cccc(NC(=O)CSCc2nc3c(nnn3Cc3ccc(F)cc3)c(=O)[nH]2)c1C,7%
CC(=O)c1cccc(NC(=O)CCS(=O)(=O)c2ccc(Br)s2)c1,-5%
CN(CCS(=O)(=O)c1ccc(Cl)cc1)Cc1cccnc1,-7%[57.5 µM]

These rows are one share of the data. The share of hits here may be higher or lower than overall.
